Assay outcomes: PubChem BioAssay, National Center for Advancing Translational Sciences (NCATS)
LDHA block = LDHA (human) enzyme inhibition | P00338 | purified LDHA, NADH/diaphorase-resazurin fluorescence; active compounds read low | activity change, % (values are at about 110 or 230 µM) | 0.15% of 480,000 active | AID 1347041; in the data active = activity change below about -30%; inconclusive = mostly about -25% to -30%;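 note: plate controls were DMSO wells for no effect and wells without enzyme for full effect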
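Resorufin fluorescence (ex540/em590), read at 0 and 20 min after diaphorase/resazurin addition, reports the NADH left after a 5 min room-temperature reaction of 2 nM human LDH5 with 0.06 mM NADH and 0.2 mM pyruvate.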
Vif-A3F inh = blocks the Vif interaction with APOBEC3F. HeLa A3F-eYFP + Vif (tagged APOBEC3F with the HIV-1 protein that degrades it), YFP fluorescence increase. 0.2% of 390,000 active. Potency, µM (titrated, usually from 46.1 µM), for the others: at the top dose activity, negative = active; note: potency is the fitted concentration of half-maximal effect; % of control where 0% means no effect; nearly all actives have a fitted effect of over 65% in size
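HeLa cells stably expressing A3F-eYFP plus Vif, plated and incubated overnight at 37 deg C, then exposed to compounds overnight at 37 deg C. Blocked degradation read as raised yellow fluorescence (Ex 488/Em 500-530).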
Vif-APOBEC3G blk = inhibitors of Vif-APOBEC3G interaction; HeLa A3G-eYFP + Vif (tagged APOBEC3G with the HIV-1 protein that degrades it), YFP fluorescence, overnight; Potency, µM (doses to about 46.1 µM), inactives show at the highest dose activity, negative = active, actives largely listed as inhibitors; Q9HC16; 0.076% of 410,000 active;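 note: potency is the fitted concentration of half-maximal effect; % is set by controls: 0 for no effect and ±100 for the full control effect; nearly all actives have a fitted effect of over 60% in size; hits raise eYFP signal because A3G escapes Vif-driven loss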
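HeLa cells stably expressing Vif and C-terminally eYFP-tagged A3G, seeded overnight at 37 deg C, then exposed to compound by pintool overnight at 37 deg C. Rise in yellow fluorescence (Ex 488/Em 500-530, Acumen) marks blocked Vif-driven A3G degradation.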
RXFP1 agonist = agonists of human relaxin receptor RXFP1; Q9HBX9; HEK293T-RXFP1 cAMP TR-FRET, 30 min; response scale: percent of porcine relaxin response, buffer zero; Potency, µM (highest dose often 57.5 µM), without a hit: at the highest dose activation, most hits filed as activators; 0.3% of 370,000 active; AID 2676; note: potency is the fitted concentration of half-maximal effect; % is set by controls: 0 for no effect and ±100 for the full control effect; nearly all actives have a fitted effect of over 60% in size; many of its hits are not listed in these tables
Target sequence (Q9HBX9 whole entry, looked up): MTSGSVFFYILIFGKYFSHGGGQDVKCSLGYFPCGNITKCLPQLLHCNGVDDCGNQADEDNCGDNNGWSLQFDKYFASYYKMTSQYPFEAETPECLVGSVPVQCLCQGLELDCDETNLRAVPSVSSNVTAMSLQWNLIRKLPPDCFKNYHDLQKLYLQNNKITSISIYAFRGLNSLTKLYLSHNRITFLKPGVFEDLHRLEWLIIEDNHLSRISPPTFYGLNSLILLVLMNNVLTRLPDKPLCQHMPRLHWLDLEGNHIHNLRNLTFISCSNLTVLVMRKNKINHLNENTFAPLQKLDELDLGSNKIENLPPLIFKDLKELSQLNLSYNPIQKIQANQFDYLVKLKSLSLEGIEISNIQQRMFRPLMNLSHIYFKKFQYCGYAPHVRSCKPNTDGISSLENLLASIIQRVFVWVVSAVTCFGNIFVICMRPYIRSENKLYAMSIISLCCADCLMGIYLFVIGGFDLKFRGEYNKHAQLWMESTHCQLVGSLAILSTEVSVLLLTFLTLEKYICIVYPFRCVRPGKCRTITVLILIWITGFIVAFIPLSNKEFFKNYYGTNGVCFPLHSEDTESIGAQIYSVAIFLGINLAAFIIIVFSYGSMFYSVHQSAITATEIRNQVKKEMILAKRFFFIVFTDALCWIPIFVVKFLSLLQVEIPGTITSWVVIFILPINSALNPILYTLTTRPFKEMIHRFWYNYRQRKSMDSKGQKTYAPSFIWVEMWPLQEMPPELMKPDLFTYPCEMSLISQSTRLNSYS
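cAMP rise read by TR-FRET after 30 min, 37C compound exposure (up to 58 uM) in RXFP1-transfected HEK293 cells with Ro 20174 present. EC50 from Hill-equation fits, with 29 nM porcine relaxin as 100% and buffer as basal.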
PI4K2A block = inhibitors of human PI4K2A; Q9BTU6; purified PI4K2A, ADP-Glo luminescence, 1 h; active compounds read low; activity change, negative = inhibition, % at 76.9 µM; 0.13% of 420,000 active; AID 1346378; in the data active = activity change below about -50%; inconclusive = mostly about -30% to -49%;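 note: -100% = wells without enzyme as full effect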
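PI4K2A activity was measured by ADP-Glo luminescence: enzyme (4 ug/mL stock) and phosphatidylinositol (1.2 mM stock) in Tris pH 7.5/MgCl2/EGTA/Triton X-100 buffer were reacted with ATP (300 microM stock) for one hour at ambient temperature.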
IDH1 R132H inh = blocks human mutant IDH1 R132H enzyme; IDH1-R132H enzyme, NADPH consumption, diaphorase/resazurin fluorescence; Potency, µM (series often up to 76.6 µM), for inactives: at the highest dose activity change, negative = inhibition, hits mostly inhibitors; AID 602179; 0.093% of 390,000 active; note: potency is the fitted concentration of half-maximal effect; % is set by controls: 0 for no effect and ±100 for the full control effect; nearly all actives have a fitted effect of over 65% in size
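IDH1-R132H (0.5 ug/mL dispensed) in pH 7.5 Tris buffer was preincubated 30 min with compound, then given a substrate mix of 0.016 mM NADPH and 2 mM alpha-KG for 80 min at room temperature; remaining NADPH was read by diaphorase/resazurin fluorescence.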
TrxR1 substrate = substrates of rat thioredoxin reductase 1 | O89049 | purified TrxR1 substrate turnover, NADPH consumption readout | Potency, µM (highest dose often 114 µM), without a hit: top-dose activity change, negative = substrate turnover | 0.01% of 390,000 active; note: potency is the fitted concentration of half-maximal effect; % is set by controls: 0 for no effect and ±100 for the full control effect; nearly all actives have a fitted effect of over 50% in size
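Rat TrxR1, dispensed at 90 nM, was prereduced with 400 uM NADPH (final) for 5 min at ~22 deg C, then incubated with compound 15 min before 400 uM selenite. A first-read NADPH fluorescence drop versus no-compound background flagged substrates.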
GRP78 ERSR act = ER stress response induction in glioma; U87-MG GRP78 promoter luciferase reporter, 16 h; Potency, µM, for inactives: at the highest dose activation, usual class: activators; 0.02% of 420,000 active; AID 602332; note: potency is the fitted concentration of half-maximal effect; series mostly up to about 76 µM; % of control where 0% means no effect; nearly all actives have a fitted effect of over 35% in size
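Stably transfected U87-MG human glioma cells carrying a GRP78-based luminescent sensor were seeded at 1000 cells/well, pin-dosed with compounds and incubated 16 h. Luciferase reagent was then added, and end-point luminescence was read after 10 min at room temperature.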
USP1 inh = blocks the human USP1/UAF1 deubiquitinase complex | 0.23% of 390,000 active | O94782 | recombinant USP1/UAF1, Ub-Rhodamine cleavage fluorescence | Potency, µM (top dose mostly 57.1 µM), for the others: at the highest dose activity change, negative = inhibition, hits mostly inhibitors; note: potency is the fitted concentration of half-maximal effect; % is set by controls: 0 for no effect and ±100 for the full control effect; nearly all actives have a fitted effect of over 60% in size; inactives centre near -12
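High-throughput fluorogenic screen: 1nM USP1/UAF1 complex, Ub-Rho substrate 150nM final, 50mM HEPES pH 7.8 with 0.5mM EDTA, 0.1 mg/ml BSA, 1mM TCEP and 0.01% Tween-20.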
Numbers without * were called inactive; ? = inconclusive; · = not tested or not shown; & = joins results of further samples; [ ] = remark or other dose. Unless noted, calls come from the whole dose curve; as a rule, active = well fitted curve in the direction sought with a large enough effect; inconclusive = small, poorly fitted or top-dose-only effect, or another doubt; inactive = no such curve, though single readings can be large; an effect the other way counts as inactive or inconclusive. A portion of the library. The share of hits here may be higher or lower than overall.

SMILES | LDHA block | Vif-A3F inh | Vif-APOBEC3G blk | RXFP1 agonist | PI4K2A block | IDH1 R132H inh | TrxR1 substrate | GRP78 ERSR act | USP1 inh
CCn1c(SCC(=O)c2ccc3c(c2)OCCO3)nnc1C(C)C | -1 | 5% | -3% | -0.2% | 4 | 7% | -3% | 4% | -9%
COc1cccc(NC(=O)CSc2nnc(NC(=O)C3CCC3)s2)c1 | -3 | 9% | 2% | 1.2% | 0 | 0% | -7% | 0% | -13%
COc1ccc(C(=O)O)cc1NC(=S)NC(=O)C(c1ccccc1)c1ccccc1 | 1 | 4% | 3% | 3.3% | -3 | 5% | -6% | -1% | -13%
COc1ccc(CN2CCN(Cc3ccccc3F)CC2)cc1OC | -12 | -1% | 4% | -2.5% | 1 | 6% | 4% | -3% | -9%
CCCCNC(=O)C1(C)CCN1C(=O)c1cc(-c2ccccc2)cs1 (configuration not stated) | 3 | · | -1% | · | -2 | · | · | -1% | ·
N=C1C(c2nc(-c3ccc(F)cc3)cs2)=C(O)CN1Cc1ccc(Cl)cc1 | -11 | -9% | -12% | 9.6% | 3 | 9% | -4% | -1% | -11%
COc1cccc(OCC(O)CN2CC(C)CC(C)C2)c1 (configuration not stated) | 3 | 6% | 1% | 0.1% | -4 | 9% | 8%[57.1 µM] | -2% | -18%
CC1(Oc2cccc(C#N)c2)CCN(Cc2ccc(-c3ccccn3)cc2)C1 (configuration not stated) | -5 | · | 0% | · | 0 | · | · | 0% | ·
CC(NC(=O)COc1ccc(N(C)S(=O)(=O)c2ccccc2)cc1)c1ccccc1 (configuration not stated) | 1 | 0% | -2% | -0.1% | 0 | 4% | 0% | -5% | -21%
Cc1ccc(N(C(=O)c2ccco2)C(C(=O)NC2CCCC2)c2cccnc2)cc1C (configuration not stated) | -7 | -7% | -3% | 2.5% | -3 | -19% | 5%[0.0914 µM] | 2% | 0%
O=C(Nc1nnc(SCC(=O)N2CCOCC2)s1)c1ccccc1 | -4 | -25% | 1% | -0.2% | -5 | 3% | -14% | -9% | -20%
COc1ccc(OC)c(NC(=O)CCn2cnnn2)c1 | -2 | 3% | 1% | 4.3% | -4 | 5% | 0% | 1% | -3%
Cc1cc(=O)oc2c(CN3CCCCC3)c(O)ccc12 | -1 | 1% | 0% | · | -1 | 4% | · | -6% | -6%
COc1ccc(CNC(=O)OC23CN(C(=O)OC(C)C)N(C(=O)OC(C)C)CC2(O)CN(S(=O)(=O)c2ccc(C)cc2)C3)cc1OC (configuration not stated) | 3 | -4% | 0% | · | -1 | 3% | · | -1% | -10%
COc1nccc(C(F)(F)F)c1C(=O)NC(=O)Nc1c(C)cccc1C | -8 | 7% | -4% | -1.7% | 11 | 1% | 9%[57.1 µM] | -4% | 4%
O=C(Nc1ccc(Nc2ccccc2)cc1)c1ccc(Br)cc1 | -5 | -19% | 0% | 2.1% | 9 | 8% | 3% | -8% | -7%
Cc1cccc(N(C(=O)Cc2cccs2)C(C(=O)NCc2ccco2)c2ccncc2)c1 (configuration not stated) | 0 | -13% | 1% | -0.2% | -12 | 1% | 6% | -1% | -20%
O=C(CCc1ccccc1)NNC(=O)c1ccccn1 | 1 | -28% | 0% | 0.1% | -10 | -1% | 1% | -7% | -21%
CCOc1ccc(NC(=O)c2cnc(N3CCCCC3)c3ccccc23)cc1 | 1 | 0% | -4% | 0.9% | -1 | 10% | 0%[57.1 µM] | 1% | -9%
CCOc1cc(C2C(C#N)=C(N)Oc3n[nH]c(C)c32)ccc1OCCN1CCOCC1 (configuration not stated) | -1 | 8% | 0% | -1.5% | -8 | 1% | 6% | -7% | -6%
CSc1ccc(C(=O)C2CCCN(S(=O)(=O)N(C)C)C2)cc1 (configuration not stated) | -8 | -1% | -1% | 5.5% | 17 | -1% | -3%[57.1 µM] | -1% | -12%
COc1ccc(OC)c(NC(=O)C2CCCN(S(=O)(=O)c3cccc4nsnc34)C2)c1 (configuration not stated) | 10 | 4% | 1% | 0.4% | -13 | 1% | -11% | -5% | 2%
Cc1noc(C)c1S(=O)(=O)N1CCN(c2ccccc2)CC1 | -9 | 0% | 1% | -0.9% | 9 | -20% | 4%[57.1 µM] | -6% | -10%
O=C(N/N=C/c1c(O)n(-c2ccc(Cl)cn2)c(=O)c2ccccc12)c1ccncc1 | 6 | 22µM* | -19% | 0.4% | 2 | 3% | ? | -3% | ?
N=c1c2c(ncn1CCN1CCOCC1)Oc1ccc3ccccc3c1C2c1ccccc1 (configuration not stated) | -1&0 | -7% | 1% | -0.3% | -2 | 9% | -5% | 0% | -8%
Cn1nc(-c2ccccc2F)c2cc(C(=O)N3CCN(C(=O)c4ccco4)CC3)sc21 | -2 | 2% | -6% | · | 2 | 3% | 21%[57.1 µM] | -11% | -13%
Cc1cc(NC(=O)C(C)SCC(=O)OC(C)C(=O)Nc2ccc(F)cc2Cl)no1 (configuration not stated) | -3 | -11% | 2% | 1.1% | -1 | 5% | 0% | -2% | -16%
CCCn1cc(S(=O)(=O)c2ccccc2)c(=O)c2cc(OCC)ccc21 | -4 | -10% | -11% | 0.5% | -1 | -7% | 5% | -1% | -20%
CC(=O)C(Cc1ccccc1)NC(=O)COC(=O)c1cc(S(=O)(=O)N2CCOCC2)ccc1F (configuration not stated) | -10 | -2% | 0% | · | -4 | 2% | · | -4% | ?
COC(=O)c1ccc(C(=O)OC)c(NC(=O)CS(=O)(=O)Cc2ccccc2)c1 | -2 | · | 0% | -3.4% | -5 | 1% | 26% | -2% | -17%
CCOC(=O)c1cc2c(C(F)(F)F)cc(-c3cccnc3)nc2o1 | -7 | · | 2% | 2.5% | 7 | -1% | -7% | 3% | -4%
Cc1c(C(=O)N2CCC(n3nccc3NC(=O)C3CC3)CC2)[nH]c2ccc(Cl)cc12 | -5 | -5% | 0% | -0.2% | 10 | 0% | -1% | -6% | -15%
CON=C1CCN(c2ncc(C(F)(F)F)cc2Cl)CC1 | 0 | -6% | 0% | 0.6% | -2 | 4% | 3% | -4% | -6%
Cc1nc(Cl)sc1C(=O)Nc1cccc(Cl)c1 | -4 | -3% | 2% | 0.6% | -5 | 2% | -10% | 5% | -5%
COc1ccc(S(=O)(=O)N(CC(=O)NCc2ccccc2)c2ccc(C)cc2)cc1OC | 2 | 4% | -25% | 2.5% | -1 | 30% | -8% | -10% | -19%
COc1cc(Cn2c(=O)sc3ccccc32)ccc1OCCC(C)C | 1 | -4% | 1% | 4.3% | -3 | -4% | 6% | 1% | -16%
COc1cc(C(=O)Nc2c(C(=O)O)[nH]c3ccccc23)cc(OC)c1OC | -7 | 0% | 2% | 0.2% | 0 | 1% | 1% | -1% | -9%
CCN(CC)CCNC(=O)c1ccc(NC(=O)C2CCN(S(=O)(=O)c3ccc4c(c3)OCCO4)CC2)cc1 | -13 | ? | 0% | -0.1% | -1 | 8% | -6% | -4% | -18%
CCOC(=O)C(CC(=O)O)N1CCCCC1 (configuration not stated) | -1 | -2% | 0% | 0.5% | 7 | 6% | -13% | 0% | -10%
O=S(=O)(c1cc(Cl)ccc1Cl)n1cccn1 | -1 | -24% | 1% | -0.3% | -1 | 5% | -14%[57.1 µM] | 1% | -16%
CCOC(=O)c1ccc(NC(=O)c2c(N)n(C)c(=O)[nH]c2=O)cc1 | 0 | -7% | -6% | · | 0 | 4% | 11%[57.1 µM] | 2% | -29%
Brc1ccc(-c2nnc(-c3ccco3)o2)cc1 | 1 | -2% | 0% | 0.4% | 9 | 0% | 31% | 1% | -14%
COc1ccc(N2CCN(C(=O)c3ccc(CS(=O)c4cccc(Cl)c4)o3)CC2)cc1 (configuration not stated) | 1 | -11% | -30% | · | -3 | -3% | · | -3% | -22%
Cc1cccc(C(=O)N2CCC(Cc3ccccc3)CC2)c1[N+](=O)[O-] | 4 | -18% | 1% | -0.3% | -3 | 3% | 0%[11.4 µM] | -5% | -23%
O=c1cc(-c2ccsc2)oc2ccc(-c3ccc4cc[nH]c4c3)cc12 | -4 | -4% | 0% | · | 0 | 3% | 1% | 2% | -25%
COC(=O)c1cccnc1NC(=S)NNC(=O)c1ccncc1 | 0 | -10% | 1% | 2.4% | 10 | 0% | -12% | 1% | -27%
Cc1ccc(O)c(CP(=O)(c2ccccc2)c2ccccc2)c1 | -9 | 9% | -2% | 0.1% | -1 | 1% | 3% | -3% | -15%
Cc1ccccc1C(=O)Nc1scc(-c2ccc(Br)cc2)c1C(=O)O | -9 | -36% | 1% | · | -1 | 24% | 2% | -3% | -22%
Cc1cc(NC(=O)c2cccs2)cc(-c2nc3ncccc3o2)c1O | 1 | 8% | -1% | -1.5% | -6 | 2% | -7% | -2% | 0%

Entries of single compounds, looked up by structure. Order of values: LDHA block, Vif-A3F inh, Vif-APOBEC3G blk, RXFP1 agonist, PI4K2A block, IDH1 R132H inh, TrxR1 substrate, GRP78 ERSR act, USP1 inh
`COC(=O)c1cccnc1NC(=S)NNC(=O)c1ccncc1` is listed as 0, -10%, 1%, 2.4%, 10, 0%, -12%, 1%, -27%
`Cc1ccc(O)c(CP(=O)(c2ccccc2)c2ccccc2)c1` is listed as -9, 9%, -2%, 0.1%, -1, 1%, 3%, -3%, -15%
